From PubChem
sdo1 growth – compounds rescuing growth of sdo1-depleted yeast, bone marrow failure model. S. cerevisiae sdo1-depleted JHY4D growth rescue, OD600 30 h; stronger effect = higher value; pdr5 snq2 efflux-pump mutant strain. z-score at 10 µM. 140,000 tested, 0.21% active;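 active = z-score above 3 at both the 24 hr and the 30 hr optical density reads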;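 also: z-score against mean and SD of all compound wells on the same plate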
Insulin prom inh – TRM-6 insulin promoter activity inhibition | TRM-6 cells (human fetal islet line), insulin promoter-eGFP reporter, imaging; reporter expression induced with tamoxifen | inhibition, % at 2 µM | 130,000 tested, 0.9% active;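 active = inhibition above the mean plus 3 SD, with well images judged a real hit on visual review, cut at about 60% in these data, passing the limit was not always enough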
sdo1 growth Rescue 24 h – further read-out of sdo1 growth, marked with its call; z-score; S. cerevisiae sdo1-depleted JHY4D growth rescue, OD600; measured here: growth rescue at 24 h;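 0 is the plate mean of compound wells and units are plate SD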
* hit, by the source's call; i = inactive; · = no result given; & = joins results of further samples; [ ] = another dose, or the depositor's remark.

SMILES	sdo1 growth	sdo1 growth Rescue 24 h	Insulin prom inh
Cc1ccc(CNC(=O)C2CC(c3cccc([N+](=O)[O-])c3)=NO2)o1 (stereo not drawn)	0.04	-0.5	20.0
COCC(C)NC(=O)c1cc(-c2cccc(OC)c2)on1 (stereo not drawn)	0.74	0.3	·
CCOc1cc2[nH]c(=S)n(CCC(=O)NCc3ccco3)c(=O)c2cc1OCC	·	·	-42.9
Cc1ccc(NS(=O)(=O)c2ccc(C3CCCCC3)cc2)cc1	-1.75	-1.72	-32.4
COc1ccc(CCNC(=O)CCCCCn2c(SCC(N)=O)nc3cc4c(cc3c2=O)OCO4)cc1OC	·	·	-21.4
O=C(c1ccc(Cl)c(Cl)c1)N1CCC(=O)N(C(COCc2cccc(C(F)(F)F)c2)Cc2ccccc2)CC1 (stereo not drawn)	-0.2	0.41	-23.8
CCN(CC)S(=O)(=O)c1ccc(-c2nnc(SCC(=O)Nc3cc(OC)cc(OC)c3)o2)cc1	0.03	1.2	3.7
CCCCCN=Cc1c(C)[nH]n(-c2nc3ccccc3s2)c1=O	-0.22	-0.37	45.5
Cc1ccc(C(C(=O)NC2CCCC2)N2CCc3ccccc32)cc1 (stereo not drawn)	-0.29	1.36	·
COc1ccccc1-c1nnc(SCC(=O)NC2CCCCC2)o1	-0.26	-0.75	·
O=C(CSc1ncnc2c1cnn2-c1ccc(F)cc1)NCc1ccc2c(c1)OCO2	-0.34	0.08	-22.2
Cc1cc(C)n2nc(SCc3nnc(-c4ccc(F)cc4)o3)nc2n1	·	·	-11.1
COCc1cc(C)n(CC(=O)N2CCCC2)c(=O)c1C#N	·	·	15.8
COc1ccc(Cl)cc1N(CC(=O)Nc1cccc(SC)c1)S(C)(=O)=O	-0.07	-0.25	51.7
C=CCn1c(=NC(=O)c2ccc(S(=O)(=O)N3CCCC3)cc2)sc2cc(NC(C)=O)ccc21	1.46	2.46	-43.8
COc1ccc(-n2cc(-c3ccccc3)c3c(N4CCN(CCO)CC4)ncnc32)cc1	-1.74	-1.32	60.0
CCOc1ccccc1OCC(=O)NC1CCCCC1	-0.18	-0.5	10.0
CCOc1nc(-c2ccccc2)ccc1-c1noc(-c2ccco2)n1	-1.19	-0.35	33.3
C=CCSc1n[nH]c(-c2ccc(OCCC)cc2)n1	-2.09	-1.68	72.1
C=CCOc1ccc(/C=N/NC(=O)CN(c2cc(Cl)ccc2OC)S(=O)(=O)c2ccc(C)c([N+](=O)[O-])c2)cc1	-0.59	-0.2	23.7
CCCn1nnc(NC(=O)c2ccccc2Cl)n1	0.4	0.15	-10.0
Cc1ccc(C2NC(c3ccc(C)cc3)C([N+](=O)[O-])C(C)(C)C2[N+](=O)[O-])cc1 (stereo not drawn)	-0.28	0.01	·
CCC(=O)Nc1ccc(NC(=O)CSc2nnnn2C(C)C)cc1	0.58	0.13	-24.3
CCN(CC)S(=O)(=O)c1cc(OC)c(Cl)cc1Cl	-0.07	-0.07	8.6
COc1ccc(C(=O)N2CC3(C)CC2CC(C)(C)C3)cc1 (stereo not drawn)	-0.84	-0.69	-17.5
The list goes on:
SMILES	sdo1 growth	sdo1 growth Rescue 24 h	Insulin prom inh
CCOC(=O)c1cc2cc3ccccc3cc2[nH]1	0.08	1.08	0.0
O=C1CC(O)(C(F)(F)F)Oc2c1ccc1ccccc21 (stereo not drawn)	-1.64	-1.83	-10.0
Cn1c(NCc2ccccc2O)nc2ccccc21	0.32	-0.78	-1.8
COc1ccc(N2C(=O)C(CC(=O)Nc3ccccc3)N(Cc3ccc4c(c3)OCO4)C2=O)cc1 (stereo not drawn)	0.31	-0.13	18.2
Cc1ccnc(NC(c2ccncc2)c2c(C)[nH]c3ccccc23)c1 (stereo not drawn)	1.44	1.64	·
CCCCn1nnnc1SCC(=O)Nc1ccc(N(C)C)cc1	0.86	1.12	-166.7
Cc1ccc(C(=O)OCC(=O)Nc2sccc2C(N)=O)cc1NC(=O)c1ccco1	1.06	1.39	-5.5
CC[n+]1c(/C=C(\C)Nc2ccccc2)sc2ccccc21	0.73	0.48	-8.1
C=C(C)c1cccc(C(C)(C)NC(=O)N2CCN(CC)CC2)c1	-0.22	-0.74	i
COc1ccc(CN2C(=O)Cc3c2nc(N)c2c(N)nc(N4CCCCC4)c(C#N)c32)cc1	-0.74	-0.43	·
CCOc1ccc(CN(C)CC(=O)NNC(=O)c2ccc(Cl)cc2)cc1OC	0.87	1.57	·
O=C(c1cc(C2CC2)nc2ccccc12)N1N=C(C(F)F)CC1(O)C(F)F (stereo not drawn)	-0.39	-1.01	38.5
O=S(=O)(c1ccc(Br)cc1)N1CCN(c2ccc3nnc(-c4ccccc4)n3n2)CC1	-1.34	0.01	·
COc1ccc(/C=C(/NC(=O)c2cccc([N+](=O)[O-])c2)C(=O)O)cc1OC	·	·	5.3
CCCC(=O)Nc1ccc(C(=O)NNC(=O)c2ccccc2Br)cc1	0.33	-0.1	·
COc1cc(OC)cc(C(=O)N2CCN(C(=O)c3ccc(OC)c(OC)c3)CC2)c1	0.31	0.08	-47.4
CCN(CC(=O)Nc1ccc([N+](=O)[O-])cc1OC)c1ccccc1	-1.77&-1.67	-1.41&-1.11	·
O=C(CN1CCN(CCC(=O)Nc2ccccc2F)CC1)Nc1ccc(F)cc1	0.57	0.55	·
O=C(/C=C/c1ccccc1)Nc1ccc(N2CCCCC2)cc1	-0.52	0.24	·
CCc1ccc2[nH]c(=O)c(CN(CCO)C(=O)NCc3ccccc3)cc2c1	1.37	0.9	·
Cc1ccc(N2CSC3=C(C#N)C(c4cccs4)CC(=O)N3C2)cc1 (stereo not drawn)	1.49	1.15	·
COc1ccc(OC)c(S(=O)(=O)N2Cc3ccccc3CC2C(=O)Nc2nccs2)c1 (stereo not drawn)	-1.47	-1.29	-68.6
Cc1occc1-c1nnc(SCC(=O)NC(C)(C)C)n1CC(C)C	·	·	40.7
COc1cccc(C(C#N)N2CCOCC2)c1 (stereo not drawn)	0.09	-1.31	-4.2
O=C(COC(=O)CCNS(=O)(=O)c1ccc(Cl)cc1)NCc1ccco1	0.29	0.66	57.1

No new results follow: seven of the compounds above.
SMILES	sdo1 growth	sdo1 growth Rescue 24 h	Insulin prom inh
CCOC(=O)c1cc2cc3ccccc3cc2[nH]1	0.08	1.08	0.0
O=C1CC(O)(C(F)(F)F)Oc2c1ccc1ccccc21 (stereo not drawn)	-1.64	-1.83	-10.0
Cn1c(NCc2ccccc2O)nc2ccccc21	0.32	-0.78	-1.8
COc1ccc(N2C(=O)C(CC(=O)Nc3ccccc3)N(Cc3ccc4c(c3)OCO4)C2=O)cc1 (stereo not drawn)	0.31	-0.13	18.2
Cc1ccnc(NC(c2ccncc2)c2c(C)[nH]c3ccccc23)c1 (stereo not drawn)	1.44	1.64	·
CCCCn1nnnc1SCC(=O)Nc1ccc(N(C)C)cc1	0.86	1.12	-166.7
Cc1ccc(C(=O)OCC(=O)Nc2sccc2C(N)=O)cc1NC(=O)c1ccco1	1.06	1.39	-5.5

Remaining list, next part.
SMILES	sdo1 growth	sdo1 growth Rescue 24 h	Insulin prom inh
CCN1CCCC1CNC(=O)CCc1nc(-c2ccc(C)cc2)no1 (stereo not drawn)	0.37	0.32	-58.1
Cc1ccc(S(=O)(=O)NCc2ccc(C(=O)N3CCCC3)cc2)cc1	0.48	0.84	50.0
COc1ccc(NC(=O)CSc2nc(O)cc(=O)n2-c2ccccc2OC)cc1	1.56	1.86	9.4
COc1ccc2c(C(=O)CN3CCN(CCO)CC3)c[nH]c2c1	0.77	0.7	·
Cc1cc(=O)oc2cc(OC(C)C)ccc12	-0.05	-0.29	·
CCCCNC(=O)OC(C)CNC(=O)OC (stereo not drawn)	-0.28	-0.15	·
O=C(NCC(=O)N1CCN(S(=O)(=O)c2cccs2)CC1)c1ccc(Cl)cc1	·	·	10.5
CN(C)c1nc(OCCOC(=O)Nc2ccc(Cl)cc2Cl)nc(N(C)C)n1	-1.4	-1.23	·
COC(=O)C(Cc1cnc(Cl)s1)(C(=O)OC)c1ccc([N+](=O)[O-])cc1[N+](=O)[O-]	-0.05	0.32	-18.8
COc1ccc(NC(=O)CCN2CCN(S(=O)(=O)c3ccc(OC)cc3)CC2)cc1	·	·	-23.5
Cc1nnc(SCC(=O)NC(C)(C)C)n1CCc1ccccc1	0.96	0.02	36.8
Cc1cc(NCc2ccccn2)n2c(nc3ccccc32)c1C#N	·	·	-33.3
COc1ccc(-c2nn3c(-c4ccccc4)nnc3s2)cc1	-2.38	-1.81	3.2
Cc1ccnc(NS(=O)(=O)c2ccc(N3C(=O)c4c(Cl)c(Cl)c(Cl)c(Cl)c4C3=O)cc2)n1	2.09	2.67	46.4
CC(=O)Nc1cc(C(=O)OCC(=O)c2ccc(Cl)cc2Cl)ccc1C	-0.19	0.25	·
CCN(CC)c1ccc(NC(=S)NC(=O)Cc2ccccc2)cc1	-1.37	0	33.3
O=C(CN1C(=O)COc2ccc(S(=O)(=O)N3CCCC3)cc21)NC1CCCCCCC1	0.51	-0.11	·
Cc1cccc(OCC(=O)NNC(=O)c2cc3ccccc3oc2=O)c1	0.05	-0.31	-2.7
CCCCN(CCCNC(=O)c1c(C)cc(=O)oc1C)c1ccccc1	-0.45	-0.35	-27.3
Cc1nn(-c2cccc(Cl)c2)c2c1C(c1cccnc1)C(C#N)=C(N)O2 (stereo not drawn)	-0.28	-0.58	-22.9
CCOC(=O)c1c(NC(=O)COc2ccccc2)sc2c1CC(C)(C)NC2(C)C	·	·	-8.3
CCN(CC)C(=O)c1ccc2c(c1)nnn2C	0.06	0.5	16.7
CCOC(=O)c1c(C)cc(=O)oc1C	0.35	0.12	-30.8
O=C(NC1(C(=O)NC2CCCCC2)CCCCC1)c1ccc2c(c1)OCO2	-0.33	0.83	-22.9
Cc1ccc(S(=O)(=O)NCC2CCC(C(=O)NCc3cccnc3)CC2)cc1 (stereo not drawn)	·	·	14.3
Next part.
SMILES	sdo1 growth	sdo1 growth Rescue 24 h	Insulin prom inh
OC(Cn1cccn1)c1ccccc1 (stereo not drawn)	0.14	-0.29	28.6
O=C(Nc1ccc(Cl)cc1)c1ccncc1	-0.08	-0.33	3.6
Cc1ccc(-n2ncc3c(N4CCC(C(N)=O)CC4)ncnc32)c(C)c1	1.48[9.5 µM]	2.12	·
Cc1ccc(C)n1-c1ccc(-c2nnc3n2CCCCC3)s1	-1.34	-1.48	-120.0
N#C/C(=C\c1c(N2CCCCC2)nc2ccccn2c1=O)C(=O)NC1CCS(=O)(=O)C1 (stereo not drawn)	0.6	-0.5	27.6
Cc1ccc(N2C(=O)C3C4CC(=O)C(c5ccccc54)C3C2=O)cc1C (stereo not drawn)	0.98	0.86	·
COC(=O)CNC(=O)C1CCCN1C(=O)OC(C)(C)C (stereo not drawn)	-0.54	0.98	10.3
Nc1nc(N)nc(-c2ccccc2O)n1	-0.19	-0.34	11.6
CC(C)OC(=O)CN1CCN(S(=O)(=O)c2cc(Cl)ccc2Cl)CC1	-0.03	-0.08	-6.2
N#CC(C(=O)NC1CCCCC1)=C1CCCCC1	-0.33	-0.46	·
COC(=O)c1ccc(CSc2nnc3n(Cc4ccccc4OC)c(=O)c4ccccc4n23)o1	-0.94	-0.95	·
O=C(O)CCCN=CC1=C(O)CNC1=O	·	·	-22.2
CCOC(=O)c1c(C)c(C(=O)NCc2ccco2)c(C)n1Cc1ccccc1	-0.47	-0.21	·
COc1ccc(C2CC(c3ccccc3)=NN2C(=O)COC(=O)C2CC2)cc1 (stereo not drawn)	-1.25	-0.37	-23.3
CCOC(=O)N1CCN(C(=O)CN(c2cccc(C(F)(F)F)c2)S(=O)(=O)c2ccccc2)CC1	-0.67	-0.73	·
CC(C)Oc1ccc(OCCCN2CCCCCC2)cc1	-0.43	0.19	-25.9
CCC(=O)NCc1c(C)c(C)n(Cc2ccccc2)c1-n1cccc1	·	·	-26.7
O=C(C1CC1)N1CCN(C(c2ccccc2)c2ccccc2)CC1	-0.13	-0.4	-22.9
C[C@@]12CC(=O)NC1N(C(=O)c1ccccc1)C(c1ccccc1OC(=O)c1ccccc1)C2 (stereo partly drawn)	-0.92	-0.56	-21.9
CC(C)Nc1nc2n(c(=O)n1)CCN2C(C)C	0.71	0.44	50.0
CCn1c(O)c(N=NC(=O)CNC(=O)/C=C/c2ccco2)c2ccccc21	-0.32	-0.9	13.2
Cc1nn(Cc2ccccc2)c(C)c1C(=O)NCCN1C(=O)S/C(=C\c2ccc(F)cc2)C1=O	0.86	2.17	20.0
Fc1ccc(-c2csc(/C=C/c3ccc4c(c3)OCO4)n2)cc1	0.39	1.17	-55.1
COc1ccc2c(c1OC)C(=O)N(c1ccc(C)c(C)c1)C2=O	-0.68	-0.84	-82.3
CC(=O)N1CCCc2cc(S(=O)(=O)N3CCN(C4CCCCC4)CC3)ccc21	0.65	0.52	·
Continued.
SMILES	sdo1 growth	sdo1 growth Rescue 24 h	Insulin prom inh
COc1ccccc1N(C)S(=O)(=O)c1ccc(Cl)c(C(=O)OCc2c(C)noc2C)c1	·	·	-65.0
CCOC(=O)c1sc2ncnc(OC)c2c1C	1.3	1.06	-75.0
Cc1ccc(OCCNc2cc(N3CCN(CCO)CC3)ccc2[N+](=O)[O-])cc1C	-1.03	-0.26	-50.0
CCc1cc2c(=O)[nH]c(COC)nc2s1	0.2	-0.6	-106.7
CCC(=O)Nc1cccc2c1C(=O)N(C)C2=O	1.61	1.65	68.8
CCCN(CCC)CCNC(=O)CS(=O)Cc1nc(-c2ccc(C)cc2)oc1C (stereo not drawn)	0.9	0.41	-7.1
CCOC(=O)CSc1c(-c2ccc(Cl)cc2)[nH]c2ccccc12	0.36	0.35	-22.6

Three compounds out of the list, ordered by formula weight, low to high.
SMILES	sdo1 growth	sdo1 growth Rescue 24 h	Insulin prom inh
CCOC(=O)CSc1c(-c2ccc(Cl)cc2)[nH]c2ccccc12	0.36	0.35	-22.6
Cc1ccc(OCCNc2cc(N3CCN(CCO)CC3)ccc2[N+](=O)[O-])cc1C	-1.03	-0.26	-50.0
COc1ccccc1N(C)S(=O)(=O)c1ccc(Cl)c(C(=O)OCc2c(C)noc2C)c1	·	·	-65.0
